# Screening data (PubChem BioAssay)
# DT40 TDP1 CPT: growth inhibition of DT40 Tdp1-/-;hTDP1 cells with camptothecin (screen for TDP1 inhibitors); Potency, µM (top dose mostly 46.2 µM), without a hit: top-dose activity change, negative = growth inhibition, actives largely listed as inhibitors; chicken DT40 Tdp1-/-;hTDP1 cells + 20 nM CPT, ATP luminescence, 48 h; hit rate 12% among 420,000; AID 686979; also: nearly all actives have a fitted effect of over 55% in size
#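 Chicken DT40 Tdp1-/- cells stably complemented with human TDP1 were seeded at 400 cells/well in medium containing 20 nM camptothecin, exposed to pin-transferred compounds, and grown at 37 °C for at least 48 hr. Viability was read as ATP luminescence.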
# KAT2A inh: GCN5L2 (KAT2A) acetyltransferase inhibition; Q92830; GCN5L2 HAT assay, ThioGlo1 CoA-SH fluorescence; Potency, µM (doses to about 58.9 µM), for inactives: at the highest dose activity change, negative = inhibition, usual class: inhibitors; hit rate 0.21% among 390,000
# Target sequence (Q92830 whole entry, looked up): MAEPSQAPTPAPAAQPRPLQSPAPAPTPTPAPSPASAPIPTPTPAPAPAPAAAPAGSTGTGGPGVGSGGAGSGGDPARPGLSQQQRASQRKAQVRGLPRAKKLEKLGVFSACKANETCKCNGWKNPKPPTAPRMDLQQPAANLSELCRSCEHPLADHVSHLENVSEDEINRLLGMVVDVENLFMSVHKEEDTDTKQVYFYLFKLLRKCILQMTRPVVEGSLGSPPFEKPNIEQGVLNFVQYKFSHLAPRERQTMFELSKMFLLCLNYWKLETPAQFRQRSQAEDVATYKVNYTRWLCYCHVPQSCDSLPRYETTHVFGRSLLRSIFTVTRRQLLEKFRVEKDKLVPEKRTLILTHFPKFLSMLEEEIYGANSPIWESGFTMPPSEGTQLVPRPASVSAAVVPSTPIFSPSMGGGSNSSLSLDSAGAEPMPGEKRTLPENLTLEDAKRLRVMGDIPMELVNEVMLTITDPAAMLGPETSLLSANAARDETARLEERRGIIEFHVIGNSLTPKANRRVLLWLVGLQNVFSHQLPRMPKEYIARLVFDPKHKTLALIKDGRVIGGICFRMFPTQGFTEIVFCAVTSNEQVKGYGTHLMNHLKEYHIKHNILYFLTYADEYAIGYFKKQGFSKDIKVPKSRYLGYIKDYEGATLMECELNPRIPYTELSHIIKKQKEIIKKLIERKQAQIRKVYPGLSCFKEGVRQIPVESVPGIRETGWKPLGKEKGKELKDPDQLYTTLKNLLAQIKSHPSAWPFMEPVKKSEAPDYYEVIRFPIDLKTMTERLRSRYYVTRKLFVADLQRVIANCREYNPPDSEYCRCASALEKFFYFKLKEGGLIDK
#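 Fluorescence readout, Ex340nm/Em540nm: ThioGlo1 (50uM final) reacts with free CoA thiol released as 20nM GCN5L2 acetylates H3(1-25) peptide (75uM) using acetyl-CoA (70uM). Compound and enzyme sat 15 min beforehand; 20 min room-temperature reaction.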
# TDP1 cell noCPT: qHTS for Inhibitors of human tyrosyl-DNA phosphodiesterase 1 (TDP1): qHTS in cells in absence of CPT; DT40 Tdp1-/- hTDP1 cells, no CPT, ATP luminescence, 48 h; hit rate 15% among 420,000; Potency, µM (highest dose often 46.2 µM), for inactives: top-dose activity change, negative = growth inhibition, most hits filed as inhibitors; AID 686978, 2013; also: nearly all actives have a fitted effect of over 55% in size
#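 Seeded 400 DT40-hTDP1 cells/well (vehicle DMSO, no 20 nM CPT); pinned compounds; ≥48 hr at 37 °C; CellTiter-Glo luminescence as viability measure.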
# * marks the source's active call; other numbers are inactive results; ? = inconclusive; . = not tested or not shown; & = joins results of further samples; [ ] = dose if it differs, or a comment. Calls follow the shape of the dose curve; as a rule, active = well fitted curve in the direction sought with a large enough effect; inconclusive = small, poorly fitted or top-dose-only effect, or another doubt; inactive = no such curve, though single readings can be large; an effect the other way counts as inactive or inconclusive. % is scaled to controls: 0 for no effect and ±100 for the full control effect; potency is read from the fitted curve at half-maximal effect.
SMILES,DT40 TDP1 CPT,KAT2A inh,TDP1 cell noCPT
CCC(CC)C(=O)Nc1nnc(SCC(=O)NC2CCCCC2)s1,13.1%,1.0%,-16.5%
CC(C)(C)c1ccc(C(=O)O[C@H]2[C@H](Cc3ccccc3)NS(=O)(=O)[C@H]3C[C@@H]4C=C[C@]23O4)cc1,?,-7.5%,?
C/C(CC(=O)NC(C)C)=N\NC(=O)COc1cc(C)c(Br)cc1Br,4.2%,-4.1%,?
Cc1cc(NC(=O)CSc2nncc(=O)n2N)no1,-25.9%,?,-18.4%
Cc1ccc(-c2nc(CS(=O)(=O)CC(=O)NCCN3CCCC3)c(C)o2)cc1,-2.0%,-8.0%,-23.1%
O=C(c1csnn1)N1CCC[C@@]2(CCN(c3ccccn3)C2)C1,4.4%,-5.4%,-2.6%
O=C(/C=C/c1ccc([N+](=O)[O-])cc1)c1cccs1,?,-4.9%,?
O=C(Nc1ccccc1Cl)NC1(C(=O)NCCCN2CCOCC2)CCCCC1,-11.0%,-3.9%,6.2%
CN(c1ccccc1)S(=O)(=O)c1cccc(C(=O)NNC(=O)c2ccccc2)c1,16.4µM*,-5.0%,16.4µM*
CN(Cc1ccccc1)C(=O)c1nc2ccccn2c1CN1CCC(N2CCOCC2)CC1,-3.1%,2.0%,-6.2%
CC(=O)c1ccc(NC(=S)Nc2ccc3[nH]c(=O)[nH]c3c2)cc1,-15.6%,-8.0%,-23.2%
Cc1ccc(C)c(C(=O)COC(=O)c2cccc(N3C(=O)c4c(C)nc5ccccc5c4C3=O)c2)c1,-5.1%,-6.3%,-4.0%
O=C(CSC1=NS(=O)(=O)c2cc(F)ccc2N1)Nc1ccccc1F,?,-0.2%,?
CCOC(=O)C1CCCN(C(=S)NC2CCCC2)C1 (stereo not given),-27.7%,7.9%,-11.5%
O=c1c(N2CCN(c3ccccc3)CC2)csc2ccc(Cl)cc12,?,-1.0%,?
Cc1ccc(SCC(=O)N2CCOCC2)cc1,-15.0%,1.9%,-16.6%
CC1=C(C(=O)Nc2cccc(C(F)(F)F)c2)C(c2ccccc2)n2ncnc2N1 (stereo not given),-29.7%,-4.3%,-16.6%
Nc1nc(N2CCCCC2)nc2ccccc12,-6.6%,-7.7%,-27.9%
CC(C)CN1CC(C)C(=O)N(c2ccccc2)C1=O (stereo not given),0.1%,.,5.8%
CSc1ccccc1OCc1cc(C(=O)N2CCC[C@H]2C(N)=O)no1,19.8%,2.8%,-9.7%
CCOc1ccc(-n2c(SCC(=O)N3CCc4ccccc43)nc3c([nH]c4ccccc43)c2=O)cc1,-24.6%,-0.9%,-10.1%
CNc1ncnc2c1ncn2[C@H]1CN(Cc2cccs2)C[C@@H](CO)O1,1.4%,.,1.0%
Cc1cccc(OCC(=O)Nc2ccccc2C(=O)OCc2cc(=O)n3nc(C4CC4)sc3n2)c1,-16.3%,24.9%,-16.9%
O=C(NCc1ccccn1)c1nnc(Cc2ccc(Cl)cc2)o1,-16.7%,-0.7%,-7.0%
CC(C)[C@H]1COCCS(=O)(=O)N1Cc1cccc(Cl)c1,?,-2.3%,11.2µM*

# Compound profiles (already shown). Order of screens: DT40 TDP1 CPT | KAT2A inh | TDP1 cell noCPT
# Results for O=c1c(N2CCN(c3ccccc3)CC2)csc2ccc(Cl)cc12 = ? | -1.0% | ?
# Results for CNc1ncnc2c1ncn2[C@H]1CN(Cc2cccs2)C[C@@H](CO)O1 = 1.4% | . | 1.0%
# Results for CC(=O)c1ccc(NC(=S)Nc2ccc3[nH]c(=O)[nH]c3c2)cc1 = -15.6% | -8.0% | -23.2%
# Results for Cc1ccc(-c2nc(CS(=O)(=O)CC(=O)NCCN3CCCC3)c(C)o2)cc1 = -2.0% | -8.0% | -23.1%

# Carrying on.
SMILES,DT40 TDP1 CPT,KAT2A inh,TDP1 cell noCPT
Cc1c(C(=O)c2cccc(F)c2)c2ccccn2c1CCC#N,17.6%,-5.2%,-15.1%
COc1cccc(CN(C)C(=O)CSCC(=O)Nc2cccc(C)c2)c1OC,?,2.8%,-28.1%
O=C(Cn1cc(/C=N/NC(=O)c2cccc(C(F)(F)F)c2)c2ccccc21)Nc1ccc(F)cc1,?,-16.1%,?
CCOC(=O)C1CCCN(C(=O)c2ccc(OC)cc2OC)CC1 (stereo not given),-19.8%,.,-3.4%
O=C(Nc1ccccc1)c1cc(C2COCCN2C(=O)c2cccs2)on1 (stereo not given),-16.9%,.,-21.6%
CCOC(=O)Sc1nc2ncncc2[nH]1,5.4%,.,3.9%
CN(Cc1ccc(Cl)c(Cl)c1)C(=O)C1CC(=O)N(c2ccc3c(c2)OCCO3)C1 (stereo not given),-7.0%,.,-23.4%
CC[N+](CC)(CC#Cc1ccccc1)CC(=O)c1ccc(Cl)cc1,5.8µM*,-5.2%,5.8µM*
Cc1ccc(OCC(=O)O/N=C(\N)c2ccccn2)cc1C,0.6%,0.9%,-25.9%
Cc1cc(F)ccc1NC(=O)c1c(C)oc2c1C1=NCCN1C=N2,0.4%,13.9%,-15.1%
COc1ccc(C(=O)Nc2cccc(C(=O)N3CCN(C)CC3)c2)cc1,5.7%,-12.6%,4.4%
CCCCc1c(O)nc(SCC(=O)N2CCOCC2)[nH]c1=O,7.1%,-5.8%,1.2%
CCOC(=O)C1CCN(C(=O)c2sc3nc(-c4ccc(F)cc4)cn3c2C)CC1,-29.9%,-6.3%,?
COc1ccc(OC)c(NC(=O)Nc2ccccc2C)c1,0.3%,-2.2%,-9.9%
Cc1ccccc1NC(=O)c1cn(-c2ccccc2)nc1-c1ccccc1,?,-5.7%&-4.9%,?
COc1cccc(NC(=S)/C(=C(\[O-])c2cc(C)n(-c3ccccc3F)c2C)[n+]2ccc(N(C)C)cc2)c1,20.6µM*,-3.9%,11.6µM*
O=C1NC(=O)C2(COC(c3ccncc3)OC2)S1 (stereo not given),-2.9%,-5.0%,-1.9%
CO/N=C(/C(=O)N[C@@H]1C(=O)N2C(C(=O)OCOC(=O)C(C)(C)C)=C(C)CS[C@H]12)c1csc(N)n1,?,.,?
COc1ccc(/C=C2/C(=N)N3N=C(CC(=O)N4CCCC4)SC3=NC2=O)cc1,16.5%,-15.0%,20.9%
CC(O)(C(=O)Nc1ccc(S(=O)(=O)c2ccccc2)cc1)C(F)(F)F (stereo not given),?,8.2%&3.6%,?
O=C(CBr)c1ccc(Oc2ccc(C(=O)C[n+]3ccccc3Cl)cc2)cc1,?,.,?
Cc1[nH]c2ccccc2c1C(=O)CN1CCCCC1C (stereo not given),-13.4%,1.5%,?
COc1ccccc1CC(=O)OC(C)C(=O)Nc1ccc(S(=O)(=O)N2CCCCC2)cc1 (stereo not given),?,-1.9%,?
Nc1c(Cl)cc(-c2csc(NC(CO)c3nc4ccccc4n3CCOCCO)n2)cc1Cl (stereo not given),?,.,?
Cc1nc2ccc(NC(=O)CS(=O)(=O)c3ccc(F)cc3)cc2s1,-7.4%,1.4%,-11.3%

# Next section (4 carried over from the part before).
SMILES,DT40 TDP1 CPT,KAT2A inh,TDP1 cell noCPT
Cc1[nH]c2ccccc2c1C(=O)CN1CCCCC1C (stereo not given),-13.4%,1.5%,?
COc1ccccc1CC(=O)OC(C)C(=O)Nc1ccc(S(=O)(=O)N2CCCCC2)cc1 (stereo not given),?,-1.9%,?
Nc1c(Cl)cc(-c2csc(NC(CO)c3nc4ccccc4n3CCOCCO)n2)cc1Cl (stereo not given),?,.,?
Cc1nc2ccc(NC(=O)CS(=O)(=O)c3ccc(F)cc3)cc2s1,-7.4%,1.4%,-11.3%
S=c1[nH]c(-c2ccc(Br)cc2)cn1CCc1ccccc1,1.9%,-14.0%,1.0%
Cc1cc(C)n2nc(SCc3nnc(-c4cccs4)o3)nc2n1,-11.2%,-12.8%,-1.2%
COC(=O)CN(C)C(=O)c1ccc2nc(Cc3cccc(Cl)c3)oc2c1,-25.1%,0.8%,-18.1%
O=C(O)c1ccc(S(=O)(=O)c2ccccc2)cc1,3.0%,-4.0%,-1.7%
Cc1cc(Br)ccc1NC(=O)CN(C)C(=O)Cn1c(=O)cnc2ccccc21,-29.0%,-8.1%,-9.6%
O=C(O)c1ccc(N2Cc3ccccc3C2)cc1O,5.9%,-9.2%,-14.9%
CC(C)CC(=O)NC1(C(F)(F)F)C(=O)N(Cc2ccccc2)C2=C1C(=O)CC(C)(C)C2 (stereo not given),-19.0%,?,-2.7%
O=c1[nH]nc(-c2ccc(F)cc2)cc1Cc1ccccn1,-11.0%,-7.8%,-25.7%
CC(C)C[C@H]1CNC(=S)N1CC1CCCN1C[C@H](CC(C)C)N1C[C@H](CC(C)C)N(CC2CCCCCC2)C1=S (stereo not given in full),18.4µM*,.,16.4µM*
CCOC(=O)c1ccc(N2CCN(c3cc(C)ccc3C)CC2)c(NC(=O)Nc2ccc(Cl)cc2)c1,4.61µM*,-9.0%,4.61µM*
COc1ccc(CCC(=O)N2CCN(C3CCCCC3)CC2)cc1,-3.7%,0.8%,-6.6%
O=C(Nc1cccc2cccnc12)c1csc([C@@H]2O[C@H](CO)[C@H](O)[C@H](O)[C@H]2O)n1,-6.0%,.,2.9%
CCC(C)NCCOc1cccc(Br)c1 (stereo not given),?,1.0%,-21.4%
COc1cc(C[C@H]2C(=O)OC[C@@H]2Cc2ccc(OC)c(OC)c2)ccc1O,2.37µM*,-12.2%,1.68µM*
Cc1cc(=O)[nH]c2ccc(S(=O)(=O)NCc3ccccc3)cc12,-11.4%,1.3%,-1.3%
COc1ccc(S(=O)(=O)n2nc(OC(=O)c3ccccc3Br)cc2N)cc1,-26.7%,-5.0%,-3.6%
CCOc1ccccc1C(=O)Nc1cc(=O)n(C)c(=O)n1C,-8.1%,-1.9%,-1.7%
Cc1cc(C)nc(NC(=O)CSc2nc3ccccc3o2)n1,-12.1%,-8.6%[0.501 µM],-4.7%
Clc1ccc(Cn2cc3c(n2)-c2cc4ccccc4n2C3)cc1,?,.,12.6µM*
COc1cc(S(=O)(=O)N2CCN(Cc3ccccc3)CC2)ccc1Br,?,-3.0%,?
O=C1ON=C(c2ccccc2)/C1=C/c1ccc(OS(=O)(=O)c2ccccc2)cc1,-27.5%,?,?
Cc1cc[n+](C)c2ccccc12,4.4%,.,-20.8%
COc1ccc(CNS(=O)(=O)c2ccc(NC(=O)N3CCCCC3)cc2)cc1,18.4µM*,-6.2%,20.6µM*
COC(=O)c1cccc(C(=O)N2CCCC(Nc3ccc4c(c3)OCCO4)C2)c1 (stereo not given),-15.5%,-10.1%,11.9%
CCCn1c(=N)c(C(=O)NCc2cccnc2)cc2c(=O)n3cc(C)ccc3nc21,-0.8%,-2.4%,-11.8%
# New compounds follow
SMILES,DT40 TDP1 CPT,KAT2A inh,TDP1 cell noCPT
CCOC(=O)c1c(C)[nH]c(C(=O)CN(C)CC(=O)Nc2ccccc2C(F)(F)F)c1C,-26.3%,-1.9%,?
COc1ccccc1Nc1nnc(SCC(=O)c2cc(C)n(CC3CCCO3)c2C)s1 (stereo not given),?,-3.2%,?
CC(=O)OC(C(=O)NC1CCCCC1)c1ccncc1 (stereo not given),-20.1%,-0.7%,1.7%
O=C(OCC(=O)N1CCCC1=O)C1COc2ccccc2O1 (stereo not given),-6.9%,-0.4%,6.1%
O=C(c1ccc(Cl)cc1)c1ccc(OCC(=O)N2CCOCC2)cc1,-13.6%,-2.9%,?
C=C1C(=O)OC2CC1C(OC(C)=O)CC(C)=CCCC(C)=CCC[C@@]2(C)O (stereo not given in full),2.91µM*,-9.8%,3.26µM*
CN(C(=O)c1ccncc1)c1nnc(-c2ccncc2)s1,-12.0%,-4.0%,11.5%
O=C1CC(N2CCOCC2)C(=O)N1c1cc(Cl)cc(Cl)c1 (stereo not given),-1.3%,-7.1%,1.3%
COC(=O)CN1C(=O)Nc2ccc(Br)cc2C1c1ccccc1 (stereo not given),?,-0.7%,?
CCOc1ccc(S(=O)(=O)N2CCC(C(=O)NCc3ccccn3)CC2)cc1Cl,1.1%,1.0%,-12.9%
CSc1ncccc1C(=O)N1CCCC(N2CCN(c3ccccc3C)CC2)C1 (stereo not given),16.4µM*,.,9.2µM*
COCCNC(=O)Cn1nc(N2CCN(c3ccccc3OC)CC2)ccc1=O,-7.4%,2.8%,-2.8%
COc1ccc(CNC(=O)c2cc(C3CC3)on2)cc1,14.3%,-7.1%,-3.6%
